# Screening results: PubChem BioAssay, several laboratories
# TAAR1 agonist: human TAAR1 agonists, primary screen, Fluo-8 calcium fluorescence, CHO RD-HGA16 cells; hit rate 0.99% among 360,000; vehicle wells 0%, saturating PEA agonist 100%; Trace amine-associated receptor 1 (Homo sapiens), Q96RJ0; AID 624467, 2012; activation, % at 3 µM;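 active = activation above the mean activation of all test compounds in the run plus 3 SD, cut at about 38% in these data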
# Target sequence (Q96RJ0 whole entry, looked up): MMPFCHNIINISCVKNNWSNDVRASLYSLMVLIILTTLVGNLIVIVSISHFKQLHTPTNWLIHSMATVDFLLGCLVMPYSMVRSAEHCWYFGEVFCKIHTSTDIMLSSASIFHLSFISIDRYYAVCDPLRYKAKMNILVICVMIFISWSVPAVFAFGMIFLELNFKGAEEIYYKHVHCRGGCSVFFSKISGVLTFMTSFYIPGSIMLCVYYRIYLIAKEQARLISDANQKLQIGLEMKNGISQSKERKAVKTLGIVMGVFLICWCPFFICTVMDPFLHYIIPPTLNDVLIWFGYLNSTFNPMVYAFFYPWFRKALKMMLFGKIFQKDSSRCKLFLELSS
#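 Repeats: no replicates (n 1) | Material: CHO-derived RD-HGA16 cells with stable Gα16 and human TAAR1 | Technique: Kinetic Fluo-8 calcium fluorescence | Schedule: 17-24 h seeding, 75 min 37 °C dye, 30 min RT | Evaluation: % activation from peak over basal fluorescence ratio, DMSO-to-PEA scaled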
# TAAR1 antagonist: human TAAR1 antagonists, primary screen, Fluo-8 calcium fluorescence, CHO RD-HGA16 cells. inhibition, % at 3 µM. antagonist. hit rate 1.5% among 360,000. Trace amine-associated receptor 1 (Homo sapiens), Q96RJ0;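 active = inhibition above a per-plate cutoff, the mean inhibition of test compounds on that plate plus 3 SD, cut at about 49% in these data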;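 note: 0% = DMSO plus EC80 beta-PEA response and 100% = DMSO alone without agonist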
#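 Test system – hTAAR1-expressing CHO RD-HGA16 cells, Gα16-coupled · Reagent – β-PEA at EC80 concentration, post-compound challenge · Compound dosing – 3 µM, single point · Timing – 140 s kinetic read after compound, 140 s after agonist · Detection – Fluo-8 intracellular calcium dye fluorescence, real-time kinetic reads · Control set – DMSO and EC80 PEA controls · Repeats – n of 1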
# CHO-K1 Ca PAM: nonselective calcium activators in parental CHO-K1 cells, primary screen, counter-screen for M1 PAM project, cell-based, Fluo-8 calcium fluorescence, full deck, 1536-well | ATP EC20; 0% at ATP EC20, 100% at ATP max | activation, % at 3 µM | hit rate 0.02% among 360,000;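 active = activation above the run cutoff, the mean activation of all test compounds plus 3 SD, cut at about 40% in these data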;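 note: peak over basal fluorescence ratio in a 140 s read after ATP addition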
# CHRM4 PAM: human M4 muscarinic receptor positive allosteric modulators, primary screen, CHO-K1 cells, Fluo-8 calcium fluorescence; hit rate 0.4% among 360,000; Muscarinic acetylcholine receptor M4 (Homo sapiens), P08173; activation, % at 3 µM; CHO-K1 hM4/Gqi5, ACh EC20; 0% = ACh EC20, 100% = maximal ACh;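 active = activation above its plate's cutoff, the mean activation of sample wells plus 3 SD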; note: some results filed as inactive read as strong as hits
# M5 PAM: human M5 muscarinic receptor positive allosteric modulators, primary screen, CHO-K1 cells, Fluo-8 calcium fluorescence | activation, % at 3 µM | Muscarinic acetylcholine receptor M5 (Homo sapiens), P08912 | AID 624038, 2012 | CHO-K1 hM5, ACh EC20 PAM; 0% = ACh EC20, 100% = ACh EC100 | hit rate 0.3% among 360,000;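 active = activation above the run cutoff, the mean activation of all test compounds plus 3 SD, cut at about 18% in these data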
# Target sequence (P08912 whole entry, looked up): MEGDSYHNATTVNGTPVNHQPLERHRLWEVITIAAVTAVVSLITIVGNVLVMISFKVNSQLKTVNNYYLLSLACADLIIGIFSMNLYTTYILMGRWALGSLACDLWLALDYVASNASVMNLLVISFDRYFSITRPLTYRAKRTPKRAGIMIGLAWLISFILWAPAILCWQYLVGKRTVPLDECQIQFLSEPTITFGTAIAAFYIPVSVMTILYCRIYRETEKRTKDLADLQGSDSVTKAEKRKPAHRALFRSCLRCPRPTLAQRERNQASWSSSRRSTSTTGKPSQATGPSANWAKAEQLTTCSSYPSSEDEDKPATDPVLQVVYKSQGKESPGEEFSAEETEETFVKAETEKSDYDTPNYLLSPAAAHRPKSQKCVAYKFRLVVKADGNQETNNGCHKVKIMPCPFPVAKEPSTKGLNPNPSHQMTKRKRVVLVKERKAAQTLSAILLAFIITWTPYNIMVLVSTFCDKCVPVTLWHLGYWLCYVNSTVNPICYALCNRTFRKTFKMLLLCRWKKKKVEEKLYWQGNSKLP
#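 Assay system – human M5 receptor in CHO-K1 cells · Read-out – % activation, ACh-normalized · Technique – Fluo-8 calcium fluorescence · Dosing – single-point, 3 µM nominal · Incubation – Fluo-8 loading 80 min at 37 °C plus 30 min room temperature · Repeats – singlicate, one well per test compound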
# CHRM5 agonist: human M5 muscarinic receptor agonists, primary screen, CHO-K1 cells, Fluo-8 calcium fluorescence. Muscarinic acetylcholine receptor M5 (Homo sapiens), P08912. CHO-K1 hM5 cells; 0% DMSO wells, 100% maximal acetylcholine response. activation, % at 3 µM. hit rate 0.19% among 360,000;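 active = activation above the run's mean over test compounds plus 3 SD, cut at about 23% in these data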;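 note: signal is peak over basal fluorescence ratio across the kinetic read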
# M5 antag: human M5 muscarinic receptor antagonists, primary screen, CHO cells, Fluo-8 calcium fluorescence. inhibition, % at 3 µM. Muscarinic acetylcholine receptor M5 (Homo sapiens), P08912. CHO-hM5 cells, ACh EC80. hit rate 0.59% among 360,000. AID 624040, 2012;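 active = inhibition above a per-plate cutoff, the mean of that plate's test compounds plus 3 SD, cut at about 27% in these data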;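 note: 0% = acetylcholine EC80 with DMSO and 100% = DMSO without agonist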
# CRFR2-BP antag: antagonists of CRF-BP/CRF-R2 complex, primary screen, cell-based, HEK293, calcium dye fluorescence, uHTS; AID 588475, 2011; inhibition, % at 11.8 µM; hit rate 0.59% among 350,000; CRF-induced calcium fluorescence;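 active = inhibition of the ligand-induced calcium signal above about 50% at the single tested concentration, limit read from the data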
# CRFBP-R2 agonist: agonists of CRF-BP/CRF-R2 complex, primary screen, cell-based, HEK293, calcium dye fluorescence, uHTS. activation, % at 13.2 µM. hit rate 0.46% among 350,000. calcium dye fluorescence (FLIPR); percent of saturating CRF peptide response;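 active = activation of at least 50%, plus an integration ratio under a set limit after plate pattern correction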;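 note: plate controls were neutral control wells without compound for no effect and CRF at EC100 for full effect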
# * = called active by the depositor; · = not tested or not shown.
# Start of the listing, in advance, five compounds:
cpd	canonical_smiles	TAAR1 agonist	TAAR1 antagonist	CHO-K1 Ca PAM	CHRM4 PAM	M5 PAM
1	Cc1ccc(NC(=O)C2CCN(S(=O)(=O)c3ccc4c(c3)CC(C)N4C(=O)C3CCC3)CC2)nc1 (stereo not given)	-1.9	8.4	-8.9	-6.0	-0.8
2	O=C(C1Cc2ccccc2CN1S(=O)(=O)c1cccs1)N1CCCCC1 (stereo not given)	6.2	13.0	14.0	12.5	7.2
3	Oc1ccc(-c2c(C3=CCCCC3)sc3ccccc23)cc1	11.2	2.9	13.1	5.9	-0.8
4	CCOC(=O)[C@H]1[C@H]2COc3ccc(Cl)cc3[C@@H]2N2C(=O)c3ccc(Cl)cc3NC(=O)[C@@]12C	7.9	27.7	5.9	18.6	3.6
5	COc1ccc(NC(=O)c2cc(-c3sc(NC(=O)c4ccccc4)nc3C)n(CCO)n2)cc1	5.2	11.7	·	1.3	3.9

cpd	CHRM5 agonist	M5 antag	CRFR2-BP antag	CRFBP-R2 agonist
1	-6.4	4.7	15.8	0.8
2	-1.2	-6.6	-2.6	-1.2
3	2.8	10.2	10.5	-1.6
4	0.8	0.7	-10.9	-0.1
5	3.8	-0.9	·	·

# All compounds of this part, previewed entries included:
cpd	canonical_smiles	TAAR1 agonist	TAAR1 antagonist	CHO-K1 Ca PAM	CHRM4 PAM	M5 PAM
1	Cc1ccc(NC(=O)C2CCN(S(=O)(=O)c3ccc4c(c3)CC(C)N4C(=O)C3CCC3)CC2)nc1 (stereo not given)	-1.9	8.4	-8.9	-6.0	-0.8
2	O=C(C1Cc2ccccc2CN1S(=O)(=O)c1cccs1)N1CCCCC1 (stereo not given)	6.2	13.0	14.0	12.5	7.2
3	Oc1ccc(-c2c(C3=CCCCC3)sc3ccccc23)cc1	11.2	2.9	13.1	5.9	-0.8
4	CCOC(=O)[C@H]1[C@H]2COc3ccc(Cl)cc3[C@@H]2N2C(=O)c3ccc(Cl)cc3NC(=O)[C@@]12C	7.9	27.7	5.9	18.6	3.6
5	COc1ccc(NC(=O)c2cc(-c3sc(NC(=O)c4ccccc4)nc3C)n(CCO)n2)cc1	5.2	11.7	·	1.3	3.9
6	OCCOCCn1c(-c2ccccc2)nc(=S)c2c1CCCC2	0.4	-25.6	17.9	-4.6	0.7
7	CCOC(=O)N/N=C/c1ccc(N(CC)CC)cc1O	-0.6	3.6	20.7	1.6	-7.9
8	COc1ccccc1NC(=O)Cn1nnc2sc3c(c2c1=O)CC(C)(C)OC3	1.5	-19.1	16.6	-2.3	-5.8
9	CC1CC(C)CN(C(=O)COC(=O)CNS(=O)(=O)/C=C/c2ccccc2)C1 (stereo not given)	-0.1	6.7	9.2	7.6	13.6
10	COc1cc(CN2CCCC(N3CCN(c4ccccc4C)CC3)C2)ccc1O (stereo not given)	3.1	-13.2	16.6	-1.1	4.0
11	CCOC(=O)c1cc(-c2cc3ccccc3o2)nc2c1c(=O)[nH]c(=O)n2CCOC	6.3	-7.0	15.1	-1.9	-3.1
12	COc1ccc(NC(=O)c2cc(S(=O)(=O)N(C)C)ccc2N2CCCC2)cc1Cl	-0.4	-10.2	-15.8	-3.4	-6.7

cpd	CHRM5 agonist	M5 antag	CRFR2-BP antag	CRFBP-R2 agonist
1	-6.4	4.7	15.8	0.8
2	-1.2	-6.6	-2.6	-1.2
3	2.8	10.2	10.5	-1.6
4	0.8	0.7	-10.9	-0.1
5	3.8	-0.9	·	·
6	-2.7	1.2	7.0	1.3
7	-2.5	7.3	-17.5	-0.2
8	2.6	7.8	6.3	-0.8
9	-6.5	-2.0	11.9	-0.3
10	-2.1	-15.2	-5.7	1.1
11	-4.8	-5.5	0.1	1.1
12	-3.5	9.6	-1.0	0.6

# (cont.)
cpd	canonical_smiles	TAAR1 agonist	TAAR1 antagonist	CHO-K1 Ca PAM	CHRM4 PAM	M5 PAM
13	CCC(C)Nc1nc(OC)nc(N(C)C#N)n1 (stereo not given)	11.6	-11.3	3.6	11.3	10.9
14	CCOC(=O)CNC(=O)C(Cc1ccccc1)NC(=O)OCc1ccccc1 (stereo not given)	-0.1	1.0	8.0	2.6	-4.1
15	COc1ccc(CC(=O)OCC(=O)NCc2ccco2)cc1OC	-0.4	-15.1	3.6	1.6	-1.5
16	O=C(Nc1ccc2c(c1)CCC2)c1cccc(OC(F)F)c1	-1.8	-11.5	13.0	-1.7	2.0
17	COc1cc(/C=C/C(=O)O)cc(S(=O)(=O)NC2CCCC2)c1OC	1.0	-42.7	-19.3	-51.9	-5.7
18	COc1ccc(C(=O)Nc2ccc(C(=O)Nc3nccs3)cc2)cc1[N+](=O)[O-]	2.4	-16.4	-10.4	-0.8	1.4
19	Cc1ccc(NC(=O)COC(=O)c2ccc(-n3cccn3)cc2)cc1C	4.7	-1.6	-7.9	-5.1	-1.2
20	CCCCN(C(=O)c1c(-c2ccccc2)noc1C)c1c(N)n(CCC)c(=O)[nH]c1=O	1.6	3.4	7.2	4.6	4.6
21	O=C(Nc1cccc([N+](=O)[O-])c1)Nn1cnnc1	6.5	2.9	0.6	2.5	-12.1
22	COc1cccc(/C=N/NC(=O)CCc2n[nH]c(=O)[nH]c2=O)c1O	2.5	-3.8	26.6	5.3	-0.5
23	COc1ccc(S(=O)(=O)N(C)CC(=O)N2CCCCCC2)cc1OC	2.1	9.7	16.3	-0.5	-0.2
24	COc1cc(NC(=O)COc2c(C)cc(C)cc2[N+](=O)[O-])c(OC)cc1Cl	0.8	-8.6	11.9	1.5	3.0

cpd	CHRM5 agonist	M5 antag	CRFR2-BP antag	CRFBP-R2 agonist
13	11.8	-0.4	-3.0	-0.7
14	-2.3	10.3	-9.5	-5.4
15	0.0	-1.2	12.8	-1.2
16	-10.2	5.5	-9.8	-4.7
17	-2.4	5.2	5.4	1.2
18	0.2	-1.1	-11.6	-1.7
19	2.3	-3.1	5.1	-0.9
20	4.1	3.2	10.2	-0.2
21	4.2	11.7	9.5	-0.8
22	0.2	0.8	-40.2	30.8
23	0.7	-0.8	12.3	-0.8
24	-4.9	-19.5	0.4	-0.5

# (list continues)
cpd	canonical_smiles	TAAR1 agonist	TAAR1 antagonist	CHO-K1 Ca PAM	CHRM4 PAM	M5 PAM
25	Cc1ccc(N2CC(C(=O)Nc3cccnc3)CC2=O)cc1Cl (stereo not given)	-1.1	5.2	9.6	-2.7	-3.8
26	COc1ccc(S(=O)(=O)N2CCN(c3cnccn3)CC2)cc1	0.8	-5.2	12.7	3.8	-3.3
27	COc1ccc(OC)c(N/C(C)=C/C(=O)c2ccccc2)c1	3.5	19.5	-9.0	-3.5	-8.5
28	CCN(CC)CCN(C(=O)c1ccc2c(c1)OCCO2)c1nc2cc3c(cc2s1)OCO3	0.8	-17.9	-10.3	2.5	-6.5
29	CC(C)S(=O)(=O)c1csc(NC(=O)Nc2ccc(Cl)cc2)c1	30.4	4.7	-0.7	-6.6	-21.4
30	COc1ccccc1OCc1ccc(C(=O)N2CCN(C(=O)c3ccco3)CC2)cc1	3.5	1.7	17.9	-0.3	-3.5
31	COc1ccc(S(=O)(=O)N2CCC[C@H]2C(=O)N2CCC[C@H]2C(=O)N[C@@H](C)c2ccccc2)cc1C	-1.4	-14.7	6.9	8.2	-1.2
32	C=CCSc1nnc(-c2cnn(-c3ccccc3)c2-n2cccc2)n1C	12.6	-26.5	-7.2	8.5	-0.7
33	CCCCN(C)CCCNC(=O)CS(=O)Cc1nc(-c2ccc(OC)c(OC)c2)oc1C (stereo not given)	3.9	9.8	0.4	14.6	1.5
34	O=[N+]([O-])c1ccc(/C=N/Nc2ncc(-c3ccccc3)cn2)cc1	0.2	-1.0	16.2	9.8	2.4
35	CCN(CC)S(=O)(=O)c1ccc(N2CCCC2)c(NC(=O)c2c(-c3ccccc3)noc2C)c1	-0.1	0.9	12.2	6.1	-6.1
36	O=C(O)CC1(CC(=O)Nc2ccccc2Br)CCCC1	-0.4	5.3	-0.7	-8.3	-5.0

cpd	CHRM5 agonist	M5 antag	CRFR2-BP antag	CRFBP-R2 agonist
25	-2.9	21.3	-7.4	1.8
26	1.2	-0.4	-9.5	2.9
27	-0.4	-5.7	11.1	-0.8
28	-5.1	6.3	-21.4	-0.9
29	7.7	22.5	-4.5	0.0
30	0.9	-3.7	17.9	4.9
31	-4.3	-4.0	·	·
32	-7.5	13.4	8.2	2.5
33	-2.6	1.4	20.9	-0.5
34	-1.4	-5.5	22.3	2.7
35	-4.6	-0.3	12.3	-0.1
36	-3.4	16.7	5.1	-1.4

# Next part
cpd	canonical_smiles	TAAR1 agonist	TAAR1 antagonist	CHO-K1 Ca PAM	CHRM4 PAM	M5 PAM
37	S=C(NCc1ccc(Cl)cc1)NC12CC3CC(CC(C3)C1)C2	15.1	12.3	14.2	-13.6	-17.7
38	COC(=O)C(C)N(c1ccc(C)cc1)S(=O)(=O)c1c(C)[nH]c(=O)[nH]c1=O (stereo not given)	5.7	-5.3	10.1	14.6	-5.1
39	O=C(NCc1ccco1)c1cc(S(=O)(=O)N2CCOCC2)ccc1Br	1.8	-19.0	-1.6	-2.1	1.6
40	CC(=O)Nc1ccc(NC(=O)C2CCN(C(=O)C3CC(=O)N(c4ccc(C)cc4)C3)CC2)cc1 (stereo not given)	1.7	-19.0	0.3	-2.6	-1.3
41	CSCCC(NC(=O)c1ccccc1)C(=O)OCC(=O)Nc1ccc(C)c(Cl)c1 (stereo not given)	30.5	23.9	16.8	-5.0	-5.8
42	N#CCCNS(=O)(=O)c1ccc(C(=O)OCC2CCCCC2)cc1	1.4	3.6	8.8	-11.1	-4.7
43	COc1cccc(N2CC(C(=O)N3CCC4(CC3)CC(=O)c3ccccc3O4)CC2=O)c1 (stereo not given)	4.1	12.6	-17.1	13.9	-7.3

cpd	CHRM5 agonist	M5 antag	CRFR2-BP antag	CRFBP-R2 agonist
37	7.6	10.4	-24.2	7.4
38	0.7	-2.2	-2.3	0.0
39	-4.4	5.6	9.7	3.5
40	-3.0	19.2	-1.1	2.1
41	-2.0	3.6	-44.8	-0.2
42	-3.2	16.9	2.9	0.7
43	1.4	-3.2	-11.6	2.0
